Source: PubChem BioAssay (several laboratories)
HCV NS3 hel inh: inhibitors of Hepatitis C virus NS3 helicase; NS3 helicase DNA unwinding, Cy5 molecular beacon fluorescence; inhibition, % at 10.9 µM; 290,000 compounds, 0.56% hits; AID 1800;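 active = inhibition above the mean of all tested compounds plus 3 SD, set per campaign, cut at about 35% in these data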;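 note: 0% = DMSO wells and 100% = thioflavine S control wells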
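assay system = NS3 helicase fragment of HCV | buffer or medium = MOPS pH 6.5, MgCl2, DTT, Tween20, BSA | timing = 60 min unwinding reaction at 25 °C after ATP addition | signal = Cy5 beacon fluorescence read at start and 1 h | read-out basis = % inhibition of unwinding | control set = low DMSO, high thioflavine S at 110 µM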
FID counter: fluorescent intercalator displacement, NS3 helicase counter-screen. 290,000 compounds, 0.17% hits. AID 1845. DNA fluorescent intercalator displacement, fluorescence. inhibition, % at 7.9 µM; in the data active = inhibition above about 37%;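 note: 0% = vehicle and 100% = reference compound; higher means more ethidium bromide displaced from hairpin DNA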
IMP-1 inhibitor: inhibitors of Pseudomonas aeruginosa IMP-1 metallo-beta-lactamase | purified IMP-1, nitrocefin hydrolysis, epi-absorbance fluorescence | inhibition, % at 5.6 µM | 290,000 compounds, 0.45% hits;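 active = inhibition above the mean plus 3 SD of all compounds in the same screening run, cut at about 4.5% in these data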;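 note: 0% = IMP-1 with DMSO and 100% = DMSO wells lacking enzyme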
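Assay system: purified IMP-1; Quantity: IMP-1 0.2 nM before substrate addition; Medium: HEPES buffer pH 7.1 with ZnSO4 and Brij 35; Incubation: 15 min enzyme–compound preincubation, then 25 min nitrocefin reaction, 25 °C; Signal: fluorescence quenching readout, ex 480/em 530 nm; Controls: DMSO with and without IMP-1; Repeats: singlicate testing.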
IDE inh: inhibits human insulin-degrading enzyme in HEK cells | inhibition, % at 5.59 µM | P14735 | AID 434962 | FAbetaB cleavage, fluorescence polarization | 320,000 compounds, 0.41% hits;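 active = percent inhibition above the average of all tested compounds plus 3 SD, set per screening campaign, cut at about 16% in these data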;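 note: IDE supplied by intact live HEK cells; FP after avidin binding of uncleaved biotin substrate so inhibition keeps polarization high; 0% = DMSO wells and 100% = 60 µM reference IDE inhibitor Ii1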
Target sequence (P14735 whole entry, looked up): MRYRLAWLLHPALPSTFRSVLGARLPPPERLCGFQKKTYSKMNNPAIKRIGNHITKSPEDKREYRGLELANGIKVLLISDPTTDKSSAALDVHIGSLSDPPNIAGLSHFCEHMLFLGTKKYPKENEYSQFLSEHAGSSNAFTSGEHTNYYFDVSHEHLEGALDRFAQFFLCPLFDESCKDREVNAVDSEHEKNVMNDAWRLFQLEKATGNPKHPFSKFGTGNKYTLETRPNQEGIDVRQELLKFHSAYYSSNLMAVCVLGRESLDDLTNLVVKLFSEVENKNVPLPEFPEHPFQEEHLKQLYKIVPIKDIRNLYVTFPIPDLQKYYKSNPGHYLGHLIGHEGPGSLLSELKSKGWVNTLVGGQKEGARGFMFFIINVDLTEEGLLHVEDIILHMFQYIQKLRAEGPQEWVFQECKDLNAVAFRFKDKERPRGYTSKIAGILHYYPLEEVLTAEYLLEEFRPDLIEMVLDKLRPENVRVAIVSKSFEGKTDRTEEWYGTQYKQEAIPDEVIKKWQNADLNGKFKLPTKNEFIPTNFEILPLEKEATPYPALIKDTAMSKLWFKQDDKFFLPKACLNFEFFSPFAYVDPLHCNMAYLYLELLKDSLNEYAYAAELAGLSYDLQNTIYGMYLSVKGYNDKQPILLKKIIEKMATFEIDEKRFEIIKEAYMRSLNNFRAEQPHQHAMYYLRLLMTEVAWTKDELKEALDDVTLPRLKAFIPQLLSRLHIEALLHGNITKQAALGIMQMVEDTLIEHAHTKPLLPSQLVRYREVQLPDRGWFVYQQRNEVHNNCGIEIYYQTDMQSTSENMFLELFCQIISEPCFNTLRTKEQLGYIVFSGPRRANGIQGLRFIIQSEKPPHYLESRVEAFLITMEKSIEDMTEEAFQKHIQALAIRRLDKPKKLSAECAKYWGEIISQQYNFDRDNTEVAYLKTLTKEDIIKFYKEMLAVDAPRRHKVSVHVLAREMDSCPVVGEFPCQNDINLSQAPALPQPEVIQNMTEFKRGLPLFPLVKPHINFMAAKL
IDE cell activ: IDE (human) activation, cell-based | P14735 | HEK cells, FAbeta-B cleavage, fluorescence polarization; 0% vehicle, 100% cell-free pure enzyme wells | activation, % at 5.96 µM | 340,000 compounds, 0.073% hits | AID 493087;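 active = activation above the mean of all tested compounds plus 3 SD, set per screening campaign, cut at about 17% in these data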
UBC9 SUMO inh: SUMOylation inhibition | HTRF SUMOylation assay, SAE1/SAE2 + UBC9, in vitro | inhibition, % at 35 µM | 290,000 compounds, 0.36% hits | AID 2006; in the data active = inhibition above about 50%, passing the limit was not always enough; note: strong numbers were not always called active
VIM-2 inh: inhibitors of Pseudomonas aeruginosa VIM-2 metallo-beta-lactamase | purified VIM-2, nitrocefin hydrolysis, epi-absorbance fluorescence | inhibition, % at 5.6 µM | AID 1527 | 290,000 compounds, 0.89% hits;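 active = inhibition above the mean of all tested compounds plus 3 SD, cutoff set per screening run, cut at about 7.5% in these data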;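 note: red hydrolysis product quenches plate fluorescence so inhibitors raise well fluorescence; 0% = enzyme with DMSO and 100% = DMSO without enzyme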
p-CIP stab down: compounds decreasing mouse p/CIP protein stability | Q05BA5 | F442A p/CIP-EGFP cells, EGFP fluorescence, 16 h | decrease of EGFP signal, % at 10 µM | 290,000 compounds, 0.01% hits | AID 1984;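 active = EGFP signal decrease of at least 30% at 10 µM or well 3 SD below plate mean, unless failing retest; inactive = the rest, including hits failing retest or dose response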; note: some compounds called inactive have numbers as strong as hits; many of its hits are not listed in these tables
PfM18AAP inh: PfM18AAP enzyme inhibition | recombinant PfM18AAP, H-Glu-NHMec fluorogenic cleavage | inhibition, % at 7.35 µM | 290,000 compounds, 1.2% hits | AID 1822;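 active = inhibition above the campaign mean inhibition over all tested compounds plus 3 SD, cut at about 28% in these data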;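 note: 0% = plate median of test compound wells and 100% = 2 mM ZnCl2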
Numbers without * were called inactive; . = no result given; & = joins results of further samples.

The opening 3 entries (preview)
SMILES	HCV NS3 hel inh	FID counter	IMP-1 inhibitor	IDE inh	IDE cell activ	UBC9 SUMO inh	VIM-2 inh	p-CIP stab down	PfM18AAP inh
CS(=O)(=O)N1CCC(C(=O)Nc2ccc(F)cc2)CC1	-1	-5	-3.4	1	2	5	-1.9	5	1
Cc1cc(C)nc(Nc2nc(C)c3cc4c(cc3n2)OCO4)n1	-11	1	-2.2	6	4	15	-2.4	-1	-1
c1ccc(-n2nc3c(ccc4cnnc43)[nH]2)cc1	-3	-7	-2.3	-4	-2	24	-3.0	-6	3

Results, previewed entries included:
SMILES	HCV NS3 hel inh	FID counter	IMP-1 inhibitor	IDE inh	IDE cell activ	UBC9 SUMO inh	VIM-2 inh	p-CIP stab down	PfM18AAP inh
CS(=O)(=O)N1CCC(C(=O)Nc2ccc(F)cc2)CC1	-1	-5	-3.4	1	2	5	-1.9	5	1
Cc1cc(C)nc(Nc2nc(C)c3cc4c(cc3n2)OCO4)n1	-11	1	-2.2	6	4	15	-2.4	-1	-1
c1ccc(-n2nc3c(ccc4cnnc43)[nH]2)cc1	-3	-7	-2.3	-4	-2	24	-3.0	-6	3
O=C(O)C1=C(C(=O)N2CCN(C(=O)c3ccco3)CC2)CCCC1	4	1	12*	-2	-2	20	3.2	-9	0
O=c1[nH]c(C2CCN(S(=O)(=O)c3cccc(Cl)c3)CC2)nc2c1nnn2Cc1ccccc1	-19	-40	1.5	.	1	-3	-1.2	-10	2
Cc1cc(OCCOCCN(C)CCO)cc(C)c1Cl	-7	12	-1.5	0	7	6	-1.7	-12	1
CCOC(=O)c1cnc2nc(C)[nH]n2c1=O	-5	6	-1.6	-7	6	10	-0.8	1	1
O=C1C(=Cc2ccco2)C(=O)c2ccccc21	50*	-22	-0.7	10	3	32	31*	7	4
CC(=O)c1ccc(OCc2cc(C(=O)NC(C)CCn3cccn3)no2)cc1 (stereo unspecified)	-9	-29	-2.9	-1	-4	11	-1.1	2	-14
COc1ccc(N(CC(=O)N2CCN(Cc3ccc4c(c3)OCO4)CC2)S(C)(=O)=O)cc1OC	-13	-18	-5.3	5	0	5	-4.8	0	5
CCn1c(SCc2ccccc2)nnc1C1CCN(S(=O)(=O)c2ccc(OC)cc2)CC1	-3	-41	-1.7	-5	5	19	-0.1	-10	-1
CCn1nnnc1SCC(=O)NCc1cccs1	11	6	-3.0	-1	6	0	-1.4	-5	6
CCOC(=O)c1ccc(NC(=O)N2CCc3ccccc32)cc1	-6	-13	-1.3	6	3	-5	-4.1	6	0
CCS(=O)(=O)c1ncc(Cl)c(C(=O)Nc2ccc(S(=O)(=O)N3CCC(C)CC3)cc2)n1	-30	-31	-0.7	-3	-9	-4	-1.6	-24	-57
O=C(NCCCNC(=O)c1ccccn1)c1cccc(F)c1	1	-8	-0.3	0	5	12	0.9	-5	-5
CC(C)Oc1ccc(C(CC(=O)N(C)CCC#N)c2ccc(F)cc2)cc1 (stereo unspecified)	-14	-36	-1.9	5	-3	14	-2.3	-10	0
O=C(Nc1ccc(C(=O)O)cc1)/C(=C\c1ccc([N+](=O)[O-])cc1)NC(=O)c1ccc(Br)cc1	-4	-2	-2.6	5	1	13	-2.7	3	-6
Cc1cc(C)c2c(N)c(C(=O)NC3CCCC3)sc2n1	-10	-3	-1.0	4	-1	11	3.0	-7	7
CN(CC(=O)NCCc1ccccn1)S(=O)(=O)c1ccc(Cl)cc1	1	-6	-1.6	0	4	-20	-1.5	9	-8
O=C1NCC2=C1C(c1ccccc1)Nc1ccccc1N2 (stereo unspecified)	-3	-2	-4.6	4	-1	17	-3.3	2	5
O=C(Nc1ncc(Cc2ccccc2Cl)s1)c1ccc([N+](=O)[O-])cc1	-2	-3	-2.8	0	5	13	-1.4	-5	-10
COCCn1nnnc1C(c1ccc(OC)cc1)N1CCC(C)CC1 (stereo unspecified)	4	-10	-2.2	6	4	19	-0.8	-6	2
Cc1csc(SCC(=O)NCCc2ccc(Cl)cc2)n1	0	-13	-1.5	4	1	-2	-2.1	10	0
O=C(NN1C(=O)C2C3C=CC(C4CC34)C2C1=O)c1cccc(Cl)c1 (stereo unspecified)	1	-1	-2.1	-6	-5	7	0.6	-11	-10
O=C(Nn1c(C2CCCCC2)nc2ccccc2c1=O)c1ccc([N+](=O)[O-])cc1Cl	-9	2	-1.8	4	2	42	-1.4	2	1
SMILES	HCV NS3 hel inh	FID counter	IMP-1 inhibitor	IDE inh	IDE cell activ	UBC9 SUMO inh	VIM-2 inh	p-CIP stab down	PfM18AAP inh
CC(C)CCNc1nc(N)c([N+](=O)[O-])c(NCCO)n1	26	-14	-1.9	2	4	-11	-2.9	-9	2
O=C(CCOc1ccccc1)Nc1ccc([N+](=O)[O-])cc1	4	8	-1.9	6	-3	-5	-1.4	8	-3
COc1cc(/C=N/NC(=O)Cc2csc(N3CCOCC3)n2)cc(OC)c1O	17	-24	-4.5	5	0	-15	-3.2	-8	32*
CCNc1nc(NC(C)C)nc(SCCOC(=O)c2ccccc2)n1	-18	-28	-1.9	6	-3	-5	0.1	-8	4
O=C(CCCN1CCOC(c2ccccc2)C1)c1ccc(F)cc1 (stereo unspecified)	-8	0	-3.1	4	0	3	-1.0	-9	4
CCc1nnc(NC(=O)CCC(=O)N2CCN(S(=O)(=O)c3cc(Cl)ccc3OC)CC2)s1	4	-47	-3.6	1	-3	.	-3.7	-14	5
CCCS(=O)(=O)N1CCN(Cc2c[nH]c3ccccc23)CC1	14	9	-4.1	-3	6	11	-1.9	-6	8
O=C(NCc1cccc(Cl)c1)c1cccnc1	0	4	-2.4	5	6	1	-1.0	-7	1
O=C(C1=C[C@H](c2coc3ccccc3c2=O)C[C@H](OCc2ccc(CO)cc2)O1)N1CCN(Cc2ccc3c(c2)OCO3)CC1	-11	-18	-0.2	12	-2	-1	-1.5	-2	0
COCC(C)NCC(=O)NC(C)CCc1ccccc1 (stereo unspecified)	-2	5	-2.8	5	4	-12	-3.1	-11	10
CC(C)n1nnnc1SCC(=O)Nc1cccc(F)c1	0	-1	-1.9	.	4	4	-2.7	1	-10
O=S(=O)(Nc1ccc(-c2cn3ccsc3n2)cc1)c1ccc2c(c1)OCCO2	-5	-8	-3.4	2	4	-5	-1.9	-22	-4
CC(C)CC(=O)NC(Nc1ccc([N+](=O)[O-])cc1)C(Cl)(Cl)Cl (stereo unspecified)	-5	9	0.2	-7	1	-2	-2.5	2	8
COc1ccc2c(c1)CCc1c(C(=O)Nc3c(C)nn(Cc4ccccc4)c3C)noc1-2	1	-29	-1.7	13	-5	2	-1.2	2	-15
COc1ccc(CN2CCNC(=O)C2CC(=O)NCCCn2nnc3ccccc32)cc1C (stereo unspecified)	-12	-29	-4.2	4	5	4	-2.5	-2	11
Cc1ccc(Cn2ncc3c(N4CCN(CCc5ccccc5)CC4)ncnc32)cc1	-17	-14	-0.3	-1	.	15	0.7	-14	-11
COC(=O)c1ccc2c(=O)n(Cc3ccc(C(=O)NCCCN4CCC(C)CC4)cc3)c(=S)[nH]c2c1	-72	7	-2.9	-4	3	-8	5.5	12	-3
O=C(OCC(=O)N1CCOCC1)c1cccc(S(=O)(=O)N2CCCc3ccccc32)c1	2	-45	-1.6	5	2	-6	1.0	-4	28
CCC(=O)Nc1cccc(NC(=O)CN2CCN(c3ccccc3OC)CC2)c1	0	-19	-0.7	8	1	27	-1.2	-6	-6
COc1ccc(NCC(=O)N/N=C2\CCCC(C)C2)cc1 (stereo unspecified)	-44	4	-3.8	.	1	-22	-4.6	10	2
COc1ccc(CCN2C(=O)c3[nH]nc(-c4ccccc4O)c3C2c2ccccc2)cc1OC (stereo unspecified)	-9	-30	-1.7	-1	4	2	-5.2	1	0
CC(=O)Nc1ncnc2c1c(-c1ccc(Cl)cc1)nn2C(C)(C)C	-1	-24	-4.3	-1	3	30	-3.1	-8	-4
O=C(CCc1nnc2ccc(N3CCOCC3)nn12)Nc1ccc(F)cc1F	3	-18	-2.3	2	0	6	-2.0	5	-2
O=S(Cc1ccc(Br)cc1)Cc1nnc(SCc2ccc(Cl)cc2)n1-c1ccccc1 (stereo unspecified)	-17	-29	-1.4	2	3	-32	-3.0	-19	-5
O=C(N/N=C/c1ccco1)c1[nH]ncc1Br	3	-7	0.4	.	3	4	-2.9	-16	3
SMILES	HCV NS3 hel inh	FID counter	IMP-1 inhibitor	IDE inh	IDE cell activ	UBC9 SUMO inh	VIM-2 inh	p-CIP stab down	PfM18AAP inh
O=C(NNc1nc2cc3c(cc2s1)OCCO3)c1ccc(F)cc1	2	-9	-4.8	-3	-5	25	-4.1	-58	27
CCc1cc(=O)oc2cc(OCC(=O)NCCCn3ccnc3)ccc12	3	4	-2.1	-1	7	8	11*	1	-3
COC(=O)CSc1cc(C(F)(F)F)nc(-c2ccccn2)n1	7	-8	-4.9	3	1	-2	-7.2	-3	0
Cc1cccc(C2NS(=O)(=O)N=C2N)c1 (stereo unspecified)	-5	-3	-4.1	3	4	-1	-0.6	-10	2
Cc1cccc(NC(=O)Cn2c(/C=C/c3ccccc3)nc3ccccc32)c1	-3	-5	-3.4	-1	2	12	-2.1	-14	-2
Cc1ccc(SC(c2ccc(C)cc2)C(Cn2cncn2)C(=O)c2ccccc2)cc1 (stereo unspecified)	-1	-7	-3.3	3	0	-4	-2.6	-5	2
COc1ccc(C)cc1NC(=O)c1ccc(NS(=O)(=O)c2c(C)noc2C)cc1	-14	-29	-2.6	6	5	9	-2.5	3	-2
CC12CCC(C(=O)N(c3ccccc3Cl)C1=O)C2(C)C (stereo unspecified)	6	-7	-1.9	-1	0	6	-4.7	-5	1
NC(=O)NC(CC(=O)OCC(=O)NC(=O)NCc1ccco1)c1ccc(Cl)cc1 (stereo unspecified)	0	-14	-2.5	10	5	9	-0.7	10	-11
CCOc1[nH]c(/N=C/c2ccco2)c(C#N)c1C#N	7	0	-2.8	7	3	27	-1.6	-6	5
Cc1ccc(/C(=N\S(=O)(=O)c2ccc(Br)cc2)Nc2ccccc2C)cc1	-1	-17	-2.9	5	3	-5	-4.8	-1	-1
Cc1cc(C(=O)CN2C(=O)NC(C)(c3cccc(Br)c3)C2=O)c(C)n1Cc1ccco1 (stereo unspecified)	-11	-27	-5.1	-8	7	1	-2.9	-10	-9
CCCCCC1CC(CC(=O)Nc2ccc([N+](=O)[O-])cc2)C(=O)O1 (stereo unspecified)	-1	0	0.8	-4	1	-11	-0.2	23	4
CCOC(=O)c1cc(CC)sc1NC(=O)c1ccc2c(c1)OCCO2	-2	-1	-3.5	-1	-6	-6	-2.5	-2	4
O=C1N(Cc2ccc(F)cc2Cl)c2ccccc2C12OCCCO2	17	-17	-2.6	-1	6	0	-4.2	0	-10
OC(c1ccccc1)(c1ccc(F)cc1)C(c1ccccc1)N1CCOCC1 (stereo unspecified)	-5	-19	-1.9	6	-2	-27	-1.0	-1	5
S=C(Nc1ccccn1)c1ccccn1	3&1	-2&-1	-1.5&-3.8	6	-12	-24&-47	-2.1&-3.2	-1&7	36*
COc1ccc2cc(CN(C(=O)Nc3ccccc3)C3CCCC3)c(=O)[nH]c2c1	5	-4	-1.9	-2	1	17	-0.9	1	3

Rows were taken by chance; 3.6% or so of the library scored in one or more.
